IDE exosite inh – insulin-degrading enzyme (human) exo-site inhibition; P14735; purified IDE, FL-6b probe fluorescence polarization; active compounds read low; z-score at 20 µM; 17,000 compounds, 6.3% hits; AID 1259349;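 active = z-score of -3 or lower, meaning strong loss of probe binding signal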;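 also: His-tagged human IDE residues 42-1019 made in E. coli with 30 nM FL-6b probe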
Target sequence (P14735 42-1019 limits assumed): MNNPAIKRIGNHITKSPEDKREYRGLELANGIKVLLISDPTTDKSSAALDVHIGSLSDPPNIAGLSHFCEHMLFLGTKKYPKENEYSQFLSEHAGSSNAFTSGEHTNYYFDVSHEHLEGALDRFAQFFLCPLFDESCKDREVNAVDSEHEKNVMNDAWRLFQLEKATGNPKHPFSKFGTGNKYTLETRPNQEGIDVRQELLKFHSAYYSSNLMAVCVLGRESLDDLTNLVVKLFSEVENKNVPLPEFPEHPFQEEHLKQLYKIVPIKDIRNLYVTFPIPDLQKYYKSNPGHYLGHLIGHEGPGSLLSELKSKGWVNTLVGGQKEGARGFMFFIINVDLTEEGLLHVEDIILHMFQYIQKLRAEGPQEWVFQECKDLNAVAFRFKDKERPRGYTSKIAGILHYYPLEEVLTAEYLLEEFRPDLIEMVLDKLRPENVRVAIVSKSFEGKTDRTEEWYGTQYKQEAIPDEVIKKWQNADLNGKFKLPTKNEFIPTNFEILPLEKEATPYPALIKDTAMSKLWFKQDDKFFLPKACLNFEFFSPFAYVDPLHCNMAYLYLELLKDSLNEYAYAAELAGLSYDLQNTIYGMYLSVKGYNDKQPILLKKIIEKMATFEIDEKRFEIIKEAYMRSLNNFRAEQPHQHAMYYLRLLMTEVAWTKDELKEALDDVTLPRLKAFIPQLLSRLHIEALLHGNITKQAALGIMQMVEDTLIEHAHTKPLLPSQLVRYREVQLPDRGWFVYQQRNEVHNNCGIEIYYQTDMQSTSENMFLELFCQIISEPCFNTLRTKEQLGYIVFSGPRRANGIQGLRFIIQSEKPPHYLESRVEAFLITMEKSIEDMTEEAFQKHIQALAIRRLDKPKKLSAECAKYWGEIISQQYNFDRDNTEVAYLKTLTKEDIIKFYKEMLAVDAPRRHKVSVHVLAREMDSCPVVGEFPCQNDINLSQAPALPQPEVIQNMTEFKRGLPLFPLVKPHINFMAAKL
An asterisk follows results filed as active; & = joins results of further samples; ! = a repeat was not active. An excerpt; the hit share may differ from the screen's.

IDE exosite inh	SMILES
0.89	CN1C(=O)c2cc(NS(=O)(=O)CC(F)(F)F)ccc2OC[C@H]2O[C@@H](CC(=O)Nc3cccc(F)c3)CC[C@@H]21
1.9	O=C(C[C@H]1C[C@@H]2c3cc(NS(=O)(=O)c4ccc(F)cc4)ccc3O[C@@H]2[C@H](CO)O1)N1CCc2ccccc2C1
-3.6*	O=C(CN1CCOCC1)N1CCCCN2[C@H](CO)[C@@H](c3ccc(-c4ccccc4F)cc3)[C@@H]2C1
5.2	N#C[C@@H]1[C@H](c2ccc(C#Cc3ccc(F)cc3)cc2)[C@@H](CO)N1C(=O)Nc1ccc(F)cc1
-0.5	CCC(=O)N1[C@H](CN(CC)C(=O)c2cccc(F)c2)[C@@H](c2ccccc2)[C@@H]1CO
1.7	COc1cccc(NC(=O)Nc2ccc3c(c2)C(=O)N(C)C[C@H](OC)[C@H](C)CN[C@H](C)CO3)c1
0.24	CCN(C[C@H]1[C@H](c2ccc(C3=CCCCC3)cc2)[C@H](CO)N1CC1CC1)C(C)=O
-0.94	C/C=C/c1ccc([C@H]2[C@@H](CO)N(S(=O)(=O)CC)[C@@H]2CN(C)C(=O)CC)cc1
-1.5	COc1ccc(CN(C)C[C@@H]2OCc3cnnn3CCCC(=O)N([C@H](C)CO)C[C@@H]2C)cc1
-14*!	CO[C@H]1CN(C)C(=O)c2cc(NC(=O)c3ccc(Oc4ccccc4)cc3)ccc2OC[C@H](C)NC[C@H]1C
2.9	N#C[C@H]1[C@@H](c2ccccc2C2=CCCCC2)[C@@H](CO)N1C(=O)c1cccc(F)c1
0.59	O=C(O)[C@H]1[C@H](CO)[C@H]2Cn3c(ccc(-c4cccc(F)c4)c3=O)[C@H]2N1C(=O)c1ccccn1

More entries
IDE exosite inh	SMILES
-1.6	C[C@H](NC(=O)C[C@@H]1CC[C@H]2[C@H](COc3ccc(NC(=O)C4CCOCC4)cc3C(=O)N2C)O1)c1ccccc1
3.4	N#C[C@H]1[C@@H](c2ccc(C3=CCCC3)cc2)[C@@H](CO)N1C(=O)NC1CCCCC1
-4*	N#C[C@@H]1[C@H](c2ccc(C#Cc3ccccc3F)cc2)[C@@H](CO)N1C(=O)c1cccnc1
0.34	O=C(CCN1CCCCC1)NCC[C@@H]1CC[C@H](NS(=O)(=O)c2cccc(Cl)c2)[C@H](CO)O1
-0.36	CO[C@H](CN(C)Cc1ccc2c(c1)OCO2)[C@@H](C)CN(C(=O)c1ccccc1)[C@H](C)CO
2.9	CC(=O)N1[C@H](CO)[C@H](c2ccc(C#CC3CCCCC3)cc2)[C@H]1CNCC(C)C
0.16	COc1cccc(C#Cc2ccc([C@@H]3[C@H](C#N)N[C@H]3CO)cc2)c1
0.52	C[C@@H](O)C#Cc1ccc([C@@H]2[C@H]3CN(S(=O)(=O)c4ccccc4)CCCCN3[C@H]2CO)cc1
0.38	C/C=C/c1ccc([C@H]2[C@@H](CO)N3C(=O)CN(C(=O)c4ccncc4)C[C@@H]23)cc1
1.2	Cc1ccccc1S(=O)(=O)N1[C@H](C#N)[C@H](c2ccc(-c3ccc(F)cc3)cc2)[C@@H]1CO
-0.85	CCCNC(=O)Nc1ccc2c(c1)OC[C@H](C)N(Cc1cncnc1)C[C@H](C)[C@H](OC)CN(C)C2=O
1.3	CO[C@H]1CN(C)C(=O)c2ccc(NS(C)(=O)=O)cc2OC[C@@H](C)N(CC2CC2)C[C@@H]1C

Next section
IDE exosite inh	SMILES
1.7	CCc1sc(N2[C@H](C#N)[C@H](c3ccccc3-c3cccc(F)c3)[C@H]2CO)nc1C
0.27	CN1CCN(C(=O)C[C@H]2CC[C@H]3[C@@H](COc4ccc(NC(=O)C5CCOCC5)cc4C(=O)N3C)O2)CC1
-0.62	COc1ccc2c3c(n(C)c2c1)[C@@H](CO)N(C(=O)c1ccccc1)CC31CCN(C(=O)c2ccccc2)CC1
2.3	CS(=O)(=O)N1[C@H](C#N)[C@@H](c2ccc(C#CC3CCCCC3)cc2)[C@@H]1CO
3.3	COc1ccc(C#Cc2ccc([C@@H]3[C@@H](CO)N4C(=O)CN(C(=O)c5ccncc5)C[C@H]34)cc2)cc1
4.8&4.6	Cn1cnc(S(=O)(=O)N2[C@@H]3CNC[C@H]2C3c2ccc(-c3ccncc3)cc2)c1 (some centres not stated)
1.5	C/C=C/c1ccc([C@@H]2[C@@H](CO)N(C(=O)C3CCC3)C23CN(C(=O)NC(C)C)C3)cc1
1	CCC(=O)N1CC(=O)N2[C@H](CO)[C@@H](c3ccc(-c4ccncc4)cc3)[C@H]2C1
2.4	C/C=C/c1ccc([C@H]2[C@H](CO)N3C(=O)CN(C(=O)c4ccc(F)cc4)C[C@@H]23)cc1
0.26	C[C@H]1CN([C@@H](C)CO)C(=O)c2ccccc2-c2ccccc2CO[C@H]1CN(C)S(=O)(=O)c1cccc(C#N)c1
-1.4	CO[C@H]1CN(C)C(=O)c2cc(NC(=O)C3CC3)ccc2OC[C@@H](C)N(Cc2cc(F)ccc2F)C[C@H]1C
0.49	O=C(C1CCOCC1)N1CC2(C1)[C@@H](c1ccccc1)[C@@H](CO)N2C(=O)CC1CC1

Next results
IDE exosite inh	SMILES
1.6	Fc1cccc(-c2ccc(C3[C@H]4CNC[C@@H]3N4Cc3ccccn3)cc2)c1 (some centres not stated)
1.6	C[C@H]1CN([C@@H](C)CO)C(=O)c2cc(NC(=O)NC3CCCCC3)ccc2O[C@H]1CN(C)S(C)(=O)=O
0.4	Cc1ccc(-c2ccc([C@H]3[C@H]4CN(C(=O)c5ccncc5)CC(=O)N4[C@H]3CO)cc2)cc1
-6.8*	Cc1ccccc1-c1ccc([C@@H]2[C@@H](CO)N3CCCCN(CC4CC4)C[C@H]23)cc1
1.1	COc1cccc(S(=O)(=O)N2CCCCN3[C@H](C2)[C@H](c2ccc(-c4ccccc4)cc2)[C@@H]3CO)c1
0.49	O=S(=O)(Cc1ccccc1)N1CC2(C1)[C@H](c1ccccc1)[C@H](CO)N2CC1CCCC1
-0.7	CO[C@@H]1CN(C)C(=O)c2ccc(NC(=O)C3CC3)cc2OC[C@@H](C)N(C(C)=O)C[C@H]1C
1.2	CCC(=O)N1[C@H](CO)[C@H](c2ccc(-c3cccnc3)cc2)[C@H]1CN(CC)C(C)=O
0.28	C[C@@H]1CCCCO[C@@H](CN(C)C(=O)c2ccncc2)[C@H](C)CN([C@H](C)CO)C(=O)c2cc(NS(=O)(=O)c3cccs3)ccc2O1
-0.68	COCCNC(=O)c1cc2c(c(-c3cccc(-c4cccc(OC)c4)c3)n1)[C@@H](CCO)N(S(=O)C(C)(C)C)C2 (some centres not stated)
-3.9*	OC[C@@H]1[C@H](c2ccc(C#Cc3ccccc3)cc2)[C@@H]2CN(CC3CCOCC3)CCCCN12
-0.16	O=C(c1ccc(F)cc1)N1CC(=O)N2[C@H](C1)[C@@H](c1ccc(C#CC3CC3)cc1)[C@@H]2CO

Continued.
IDE exosite inh	SMILES
-1.3	CCCNC(=O)N1CC2(CN(C(=O)c3cnccn3)C2)c2c([nH]c3cc(OC)ccc23)[C@@H]1CO
-0.24	CN1CCN(C(=O)C[C@H]2CC[C@@H]3[C@@H](COc4ccc(NC(=O)c5cccs5)cc4C(=O)N3C)O2)CC1
-0.52	O=S(=O)(Cc1ccccc1)N1C[C@@H]2N[C@H](C1)C2c1ccc(-c2ccccc2)cc1 (some centres not stated)
1.4	O=C(c1ccccc1F)N1CC(=O)N2[C@H](CO)[C@@H](c3ccc(C#Cc4ccc(F)cc4)cc3)[C@@H]2C1
-0.082	COc1ccccc1CNC(=O)C[C@@H]1C=C[C@H](NC(=O)CC2CC2)[C@@H](CO)O1
0.72	O=C(O)C[C@H]1C[C@H]2c3cc(NC(=O)Nc4ccc(C(F)(F)F)cc4)ccc3O[C@H]2[C@@H](CO)O1
3.9	N#Cc1ccc(-c2ccc(C3[C@H]4CNC[C@@H]3N4S(=O)(=O)c3ccccc3F)cc2)cc1 (some centres not stated)
0.074	CN1c2ccc(-c3ccccc3)cc2[C@H]2[C@H](CCN2C(=O)NC2CCCCC2)[C@@H]1CO
-1.1	COc1cccc(S(=O)(=O)Nc2ccc3c(c2)[C@@H]2C[C@H](CC(=O)NC4CCCCC4)O[C@@H](CO)[C@@H]2O3)c1
0.35	N#Cc1ccc(-c2ccc([C@H]3[C@H](CO)N4C(=O)CN(C(=O)C5CCCC5)C[C@@H]34)cc2)cc1
1.8	CN(C)C(=O)c1cccc(-c2ccc([C@H]3[C@@H](CO)N4CCCCN(Cc5cccnc5)C[C@@H]34)cc2)c1
-0.82	C[C@@H]1CN([C@H](C)CO)C(=O)CCCn2nncc2CO[C@H]1CN(C)Cc1ccc2c(c1)OCCN2C

Further entries
IDE exosite inh	SMILES
-1.1	Cc1noc(C)c1S(=O)(=O)N(C)C[C@@H]1OCc2cnnn2CCCC(=O)N([C@H](C)CO)C[C@@H]1C
-0.37	COc1ccc2c3c(n(C)c2c1)[C@H](CO)N(C(=O)Nc1c(C)noc1C)CC31CN(CC2CC2)C1
-4.6*	COc1ccc(NC(=O)N2[C@@H]3CNC[C@H]2C3c2ccc(-c3ccccc3C)cc2)cc1 (some centres not stated)
2.4	CCC(=O)NC[C@H]1[C@H](c2ccc(-c3cccc(F)c3)cc2)[C@@H](CO)N1C(=O)CC
1.3	CO[C@@H]1CN(C)C(=O)c2ccc(NC(=O)Nc3cc(F)ccc3F)cc2OC[C@@H](C)N(C(=O)c2ccccn2)C[C@@H]1C
1.9	O=C(c1cccc(F)c1)N1CCCCN2[C@H](CO)[C@H](c3ccc(-c4cccnc4)cc3)[C@@H]2C1
-1.6	CCCNC(=O)N1CC2(CCN(C(=O)Cc3cccnc3)CC2)c2c([nH]c3cc(OC)ccc23)[C@@H]1CO
0.29	CO[C@@H](CN(C)S(=O)(=O)c1ccc(C)cc1)[C@H](C)CN([C@@H](C)CO)S(=O)(=O)c1cccc(Cl)c1
-0.54	C[C@@H]1CCCCO[C@@H](CN(C)C(=O)Nc2ccccc2)[C@H](C)CN([C@H](C)CO)C(=O)c2cc(NC(=O)Nc3ccccc3)ccc2O1
0.73	O=C(NC1CCCCC1)N1CC2(C1)[C@H](c1ccccc1)[C@@H](CO)N2S(=O)(=O)Cc1ccccc1
-0.043	C[C@@H]1CN([C@@H](C)CO)C(=O)c2cc(NC(=O)Nc3ccc4c(c3)OCO4)ccc2O[C@@H](C)CCCCO[C@@H]1CN(C)S(=O)(=O)c1ccccc1
-5.2*	Cc1ccccc1-c1ccc([C@@H]2[C@H]3CN(S(C)(=O)=O)CCCCN3[C@H]2CO)cc1

Continued.
IDE exosite inh	SMILES
-0.51	C[C@H](CO)N1C[C@H](C)[C@H](CN(C)S(=O)(=O)c2ccccc2C#N)OCc2ccccc2-c2c(n(C)c3ccccc23)C1=O
0.6	COc1ccc([C@H]2CC=CC[C@H](C)Oc3ccccc3C(=O)N(C)[C@@H](C(C)C)C(=O)N2)c(OC)c1 (mixture of isomers)
-3.3*	Cc1cccc(S(=O)(=O)N2CCCCN3[C@@H](CO)[C@@H](c4ccc(-c5cccnc5)cc4)[C@@H]3C2)c1
0.67	C[C@H](NC(=O)[C@H]1[C@H](CO)[C@H]2Cn3c(ccc(-c4ccccc4)c3=O)[C@H]2N1C)c1ccccc1
2.1	CC(C)NC(=O)N(C)C[C@@H]1Oc2ccc(NC(=O)Cc3ccccc3)cc2CC(=O)N([C@H](C)CO)C[C@@H]1C
1	O=C([C@@H]1[C@@H](CO)[C@@H]2Cn3c(cccc3=O)[C@@H]2N1Cc1cocn1)N1CCC(Cc2ccccc2)CC1
-0.54	C[C@H](CO)N1C[C@H](C)[C@H](CN(C)CC2CCCCC2)OCCCC[C@H](C)Oc2ccc(NC(=O)Nc3ccc(C(F)(F)F)cc3)cc2C1=O
2	O=C(C[C@H]1CC[C@H](NC(=O)c2ccc(F)cc2)[C@@H](CO)O1)NCCc1ccccc1
1.5	C[C@@H]1CCCCO[C@H](CN(C)C(=O)CCCN(C)C)[C@H](C)CN([C@@H](C)CO)C(=O)c2cc(NS(=O)(=O)c3ccc(Cl)cc3)ccc2O1
0.46	CCCC#Cc1ccc([C@H]2[C@@H](CO)N3C(=O)CN(C(=O)c4ccc(F)cc4)C[C@@H]23)cc1
-0.86	CN(C)C(=O)C[C@H]1CC[C@@H]2[C@@H](COc3ccc(NC(=O)C4CCCCC4)cc3C(=O)N2C)O1
0.7	C/C=C/c1ccc([C@H]2[C@H](CO)N3C(=O)CN(S(=O)(=O)c4ccccc4)C[C@@H]23)cc1
-0.74	COc1cccc(S(=O)(=O)Nc2ccc3c(c2)C(=O)N(C)[C@H]2CC[C@H](CC(=O)NCC4CCCCC4)O[C@@H]2CO3)c1
1.4	CO[C@H](CN(C)S(=O)(=O)c1ccc(C)cc1)[C@H](C)CN([C@H](C)CO)S(=O)(=O)c1cccc(Cl)c1

Source: PubChem (Broad Institute)
